Screening data as filed in PubChem BioAssay.
15-hLO inh = blocks human 15-lipoxygenase activity; Potency, µM (top dose mostly 57.1 µM), for inactives: at the highest dose activity change, negative = inhibition, actives largely listed as inhibitors; P16050; AID 887; purified 15hLO-1, xylenol orange hydroperoxide absorbance; 74,000 tested, 1.4% active; also: potency is read from the fitted curve at half-maximal effect; % is scaled to controls: 0 for no effect and ±100 for the full control effect; nearly all actives have a fitted effect of over 55% in size
Target sequence (P16050 whole entry, looked up): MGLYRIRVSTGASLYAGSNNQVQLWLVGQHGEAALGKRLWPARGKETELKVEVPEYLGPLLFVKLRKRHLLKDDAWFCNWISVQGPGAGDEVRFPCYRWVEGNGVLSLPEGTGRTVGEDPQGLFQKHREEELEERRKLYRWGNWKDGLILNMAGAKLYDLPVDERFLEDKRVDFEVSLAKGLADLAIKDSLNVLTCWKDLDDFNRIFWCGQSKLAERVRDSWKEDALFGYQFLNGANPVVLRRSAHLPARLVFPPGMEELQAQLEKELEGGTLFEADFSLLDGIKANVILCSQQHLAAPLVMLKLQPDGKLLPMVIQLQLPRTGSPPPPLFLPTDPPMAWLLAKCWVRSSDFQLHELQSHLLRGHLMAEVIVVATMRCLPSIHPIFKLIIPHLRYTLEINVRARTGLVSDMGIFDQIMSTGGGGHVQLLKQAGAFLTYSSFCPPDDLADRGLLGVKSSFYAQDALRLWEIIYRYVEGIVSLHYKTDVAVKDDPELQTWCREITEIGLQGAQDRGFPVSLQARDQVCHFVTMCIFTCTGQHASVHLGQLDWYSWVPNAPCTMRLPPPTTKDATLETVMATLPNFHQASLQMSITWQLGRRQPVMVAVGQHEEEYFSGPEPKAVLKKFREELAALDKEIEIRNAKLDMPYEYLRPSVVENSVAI
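Compounds were preincubated 15 min at room temperature with 40 nM purified human enzyme (25 mM Hepes pH 7.5, 0.01% Triton X-100); 50 uM arachidonic acid reacted 6 min. Fe-xylenol orange detection, 30 min, absorbance ratio 573/405 nm.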
USP2a inhib = USP2a (human) protease inhibition | O75604 | USP2a enzymatic assay, qHTS inhibition | Potency, µM (highest dose often 38.3 µM), without a hit: top-dose activity change, negative = inhibition, actives largely listed as inhibitors | 60,000 tested, 0.1% active | AID 927;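 also: potency is read from the fitted curve at half-maximal effect; nearly all actives have a fitted effect of over 60% in size; plate controls were DMSO for no effect and NEM full inhibition control for full effect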
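USP2 core (20nM final) preincubated 30 min RT with compound, then Ub-PLA2 20nM and NBD C6-HPC 20uM final added; buffer 20mM Tris-HCl pH 8.0, 2mM CaCl2. Fluorescence Ex 460/Em 535 read at 0 and 2.5 h; normalized to NEM.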
HBB splicing = hemoglobin beta splicing modulation | HBB splicing reporter cell assay, activation; EGFP reporter with mutant IVS2-654 intron; response scale: normalised to 500 nM splice-correcting PNA | Potency, µM (doses to about 46.1 µM), for inactives: at the top dose activation, actives largely listed as activators | 65,000 tested, 0.06% active | AID 925; also: potency is read from the fitted curve at half-maximal effect; 0% is about no effect
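Compounds were applied for 2 days to HeLa EGFP-654 cells, 500/well in Optimem with 2% FCS. The reporter's EGFP is disrupted by mis-splicing of beta-globin intron IVS2-654. Readout: summed well GFP fluorescence from 488 nm laser scanning; reference was 500 nM antisense […] 654 PNA.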
DNA Pol III inh = inhibitors of bacterial DNA polymerase III holoenzyme; reconstituted DNA polymerase III holoenzyme replication, biochemical; Potency, µM (doses to about 57.1 µM), inactives show at the highest dose activity change, negative = inhibition; 71,000 tested, 0.25% active; AID 603; also: potency is read from the fitted curve at half-maximal effect; % is scaled to controls: 0 for no effect and ±100 for the full control effect
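Reconstituted *E. coli* holoenzyme (0.35 nM Pol III, 1 nM beta, 154 nM SSB, 2 nM primase) was preincubated with compound for 15 min at RT. Synthesis on 1.4 nM ssM13Gori ran 35 min, then was stopped with PicoGreen/EDTA and read as dsDNA fluorescence.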
HADH2 inhib = HADH2 (human) dehydrogenase inhibition | recombinant HADH2, NADH fluorescence, beta-hydroxybutyryl-CoA | 73,000 tested, 3.4% active | AID 886 | Potency, µM (series often up to 57.1 µM), inactives show top-dose activity change, negative = inhibition, hits mostly inhibitors | Q99714; also: potency is read from the fitted curve at half-maximal effect; % is scaled to controls: 0 for no effect and ±100 for the full control effect; nearly all actives have a fitted effect of over 60% in size; many of its hits are not listed in these tables
Target sequence (Q99714 whole entry, looked up, one chain of several): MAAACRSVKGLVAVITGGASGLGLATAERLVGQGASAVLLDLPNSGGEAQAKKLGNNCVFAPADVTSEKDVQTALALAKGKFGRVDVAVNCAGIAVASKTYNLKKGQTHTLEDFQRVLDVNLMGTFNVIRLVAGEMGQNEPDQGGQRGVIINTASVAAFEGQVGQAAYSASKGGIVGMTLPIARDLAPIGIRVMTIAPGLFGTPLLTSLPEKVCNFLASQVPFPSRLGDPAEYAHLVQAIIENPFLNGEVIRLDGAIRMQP
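Read-out: 360 nm excitation, 450 nm emission, kinetic over 4 min. Conditions: His-tagged human HADH2 20 nM, pH 9.0 Tris with Tween-20, 1 mM NAD+, 90 uM beta-hydroxybutyryl-CoA.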
BRCT inh red = inhibitors of human BRCA1 BRCT-phosphoprotein interaction (red fluorophore); BRCT-phosphopeptide binding, red fluorescence polarization; Potency, µM (doses to about 76.9 µM), for the others: at the highest dose activity change, negative = inhibition, actives largely listed as inhibitors; 75,000 tested, 0.03% active; also: % is scaled to controls: 0 for no effect and ±100 for the full control effect
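Fluorescence polarization: 100 nM His-tagged BRCA1 BRCT with 100 nM TAMRA-labelled phospho-BACH1 decapeptide, phosphate buffer pH 7.3 with 150 mM NaCl, DTT, 0.01% Tween 20; 12 min RT. Binding inhibition seen as FP decrease.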
UbGFP stabilizer = inhibits proteasome, raising ubiquitin-GFP reporter fluorescence | 67,000 tested, under 10 active | Potency, µM (highest dose often 45.9 µM), for inactives: at the top dose activation (GFP accumulation), actives largely listed as activators | Ubiquitin-GFP reporter cells, proteasome inhibition, GFP fluorescence; response scale: untreated = 0%, 10 µM MG-132 = 100% | AID 526; active = well fitted activation curve with a large enough effect, not every such curve was filed as active; inconclusive = small, poorly fitted or top-dose-only effect, or another doubt; inactive = no such curve, though single readings can be large or run the other way; also: potency is read from the fitted curve at half-maximal effect
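U2OS cells expressing ubiquitin(G76V)-GFP, seeded overnight in 0.5% FBS medium, then treated 4 hr at 37 C across 46 uM to 2.9 nM. GFP-positive cells counted by laser cytometry (488 ex/515 em); %activity scaled between basal and 10 uM MG-132.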
BRCT PPI green = BRCA1 BRCT-phosphoprotein interaction inhibition; P38398; BRCA1 BRCT-phosphopeptide binding, green fluorescence polarization; Potency, µM (highest dose often 76.9 µM), without a hit: at the highest dose activity change, negative = inhibition, hits mostly inhibitors; 75,000 tested, 0.05% active; AID 875;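 also: potency is read from the fitted curve at half-maximal effect; plate controls were peptide without protein for full effect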
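Compounds were incubated for 12 min at room temperature with a complex of 100 nM fluorescein-tagged pBACH1 decapeptide and 250 nM His-tagged BRCT protein. Buffer was phosphate pH 7.3 with EDTA, DTT and Tween 20. Disruption of binding lowers the polarization signal.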
Hsp90 Hop PPI = changes Hsp90-Hop TPR2A binding signal, up or down | 71,000 tested, 0.44% active | Potency, µM (doses to about 57 µM), for inactives: at the highest dose activity change, negative = inhibition | AID 595 | AlphaScreen TPR2A-His6 binding biotin-Hsp90 C-terminal peptide; active = well fitted curve in either direction with a large enough effect; inconclusive = small, poorly fitted or top-dose-only effect, or another doubt; also: potency is read from the fitted curve at half-maximal effect; % is scaled to controls: 0 for no effect and ±100 for the full control effect; many of its hits are not listed in these tables
CRE-bla Fsk = CRE-bla signaling modulation under forskolin stimulation; AID 662; Potency, µM (series often up to 38.2 µM), for the others: at the highest dose activity change, negative = inhibition, most hits filed as activators; 71,000 tested, 2.5% active; CHO CRE-bla reporter (cAMP response element driving beta-lactamase), forskolin EC10, beta-lactamase ratio; active = well fitted activation curve with a large enough effect in the signal ratio, with a control signal flat, not every such curve was filed as active; inconclusive = small, poorly fitted or top-dose-only effect, or effect the other way, or a change in a side signal; the % refers to the signal ratio; also: potency is read from the fitted curve at half-maximal effect; % of control where 0% means no effect
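Titrated compounds plus EC10 NKH 477 on CHO CRE-bla cells, 3 h, 37 °C. CCF4, 2 h RT. Ratio 460/530 nm → AC50.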
Epigenetic mod = derepresses silenced GFP locus in mouse C127i cells. mouse C127i GFP locus derepression, cytometry, 30 h. Potency, µM (titrated, usually from 46.1 µM), without a hit: at the top dose GFP derepression (activation). 68,000 tested, 0.09% active. AID 597; also: % of control where 0% means no effect
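Read-out is the number of GFP-positive cells, scored as fluorescent objects 20 to 120 um wide, reflecting derepression of a silenced CMV-GFP reporter in murine C127i cells after 30 h compound exposure at 37 C.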
* = called active by the depositor; ? = inconclusive; / = not tested or not shown; [ ] = dose if it differs, or a comment. Unless noted, calls follow the shape of the dose curve; as a rule, active = well fitted curve in the direction sought with a large enough effect; inconclusive = small, poorly fitted or top-dose-only effect, or another doubt; inactive = no such curve, though single readings can be large; an effect the other way counts as inactive or inconclusive.

SMILES	15-hLO inh	USP2a inhib	HBB splicing	DNA Pol III inh	HADH2 inhib	BRCT inh red	UbGFP stabilizer	BRCT PPI green	Hsp90 Hop PPI	CRE-bla Fsk	Epigenetic mod
CCOC(=O)N1CCC(N2CCN(S(=O)(=O)CC)CC2)CC1	1%	-9%	/	-5%	-2%	0.5%	0%	-2.3%	-3%	1%	-1%
COc1ccc(NC(=O)CSC2CC(=O)N(c3ccc4c(c3)OCCO4)C2=O)cc1 (configuration not stated)	10%	-1%	3.8%[57.5 µM]	-3%	0%	1.0%	-3%	-1.6%	-5%	-6%	0%
CCOc1ccccc1C(=O)NCC(=O)OCC(=O)N1C(C)CCCC1C (configuration not stated)	-2%	8%	-1.3%	-4%	5%	0.7%	5%	-0.1%	-7%	?	-1%
CCC(C)NC(=O)C1(C)CCC(=O)N1Cc1ccccc1OC (configuration not stated)	-2%	5%	-4.9%	4%	1%	0.1%	5%	-2.1%	3%	-9%	-1%
O=C(NCc1ccc2c(c1)OCO2)c1c(F)c(F)c(F)c(F)c1F	5%	-1%	-1.9%	-3%	26%	1.7%	-3%	1.8%	1%	6%	-5%
Cc1ccc2[nH]c(=O)c(CN(Cc3nnnn3Cc3ccccc3)C3CCCC3)cc2c1	-19%	0%	1.8%	-10%	10%	0.3%	2%	-3.6%	?	-14%	-2%
c1nc(NC2CCNCC2)c2cc(-c3ccoc3)ccc2n1	13%	139%[activator]	-0.5%	-11%	2%	0.5%	-4%	-2.3%	-2%	-6%	-3%[9.22 µM]
COc1ccc(C(=O)c2coc3ccc(O)c(CN4CCCCC4)c23)cc1	2%	/	-0.5%	-6%	-4%	-1.7%	-9%	2.4%	-3%	-14%	/
O=C1c2ccccc2C(=O)N1c1nc(-c2cccs2)cs1	-3%	?	-1.8%	-2%	?	0.1%	1%	0.3%	-5%	-2%	1%
Cc1cc(C)n(CC(O)CN2C(=O)NC(C)(C)C2=O)n1 (configuration not stated)	7%	-5%	0.4%	-5%	-3%	0.3%	3%	0.3%	-5%	?	0%
Cc1c(NC(=O)c2ccc3c(c2)OCO3)cccc1-c1nc2ccccc2o1	-18%	25%	/	-8%	7%	0.3%	-4%	-4.0%	-2%	-21%	-2%
Cn1c(C(=O)N2CCc3ccccc3C2)cc2c(=O)n3ccccc3nc21	-7%	23%	-2.7%	1%	?	-0.9%	-5%	0.5%	12%	?	-4%
CCN1C(=O)CC(C(=O)Nc2ccc(F)cc2)SC1=Nc1cccc(OC)c1 (configuration not stated)	-25%	17%	0.4%	-2%	0%	0.2%	-6%	0.1%	4%	?	-1%
CCN(CC)C(=O)CSc1nnc(-c2ccc(S(=O)(=O)NCc3ccccc3Cl)cc2)o1	-4%	-3%	-3.2%	1%	-2%	-1.6%	-1%	-1.5%	0%	1%	-1%
Cc1ccc(-n2c(C)cc(C)c(C#N)c2=O)cc1Cl	2%	91%[activator]	/	-3%	?	0.6%	9%	1.6%	-3%	2%	-2%
COc1cccc(C(=O)NCC(=O)N2CCC(C)CC2)c1	0%	0%	7.4%[1.84 µM]	2%	3%	-0.6%	0%	-1.2%	0%	-2%	-2%
CCSc1nnc(NC(=O)C(C)(C)C)s1	4%	4%	-4.0%	1%	-5%	0.2%	-12%	-2.4%	-3%	15%	-5%
COC(=O)[C@H](Cc1ccccc1)NC(=O)Nc1ccc(S(N)(=O)=O)cc1	7%	8%	2.0%[57.5 µM]	-2%	14%	0.2%	-3%	-0.7%	2%	1%	2%
N#Cc1cc2c(nc1SCc1cccnc1)CCCC2	16µM*	-16%	/	-9%	?	-0.9%	-1%	0.0%	4%	?	0%
Cc1cn([C@H]2C[C@H](N=[N+]=[N-])[C@@H](CO)O2)c(=O)[nH]c1=O	1%	/	-0.3%	-1%	9%	1.2%	/	1.2%	5%	0%	0%[20.6 µM]
C=CCN1C(=O)/C(=C2\SC(N3CCOCC3)=NC2=O)c2cc(Br)ccc21	?	26%	-0.3%[57.5 µM]	3%	-14%	-1.0%	-3%	-2.6%	?	?	0%
CCS(=O)(=O)c1ccc(O)c(N2C(=O)C3C4C=CC(C4)C3C2=O)c1 (configuration not stated)	1%	-4%	/	-7%	8%	-0.2%	-5%	-2.1%	6%	4%	1%
Cc1cccc(CN2CCN(C(c3ccccc3)c3ccc(Cl)cc3)CC2)c1 (configuration not stated)	?	24%	/	/	/	0.4%	/	-1.3%[3.08 µM]	/	/	8%[20.6 µM]
O=C(OCC(=O)c1cccs1)C1=COCCO1	4%	2%	-1.7%	-12%	7%	0.9%	0%	-2.0%	-1%	-6%	-1%
CCCOC(=O)c1ccc(OCC(O)CN2CCN(C(=O)c3ccccc3)CC2)cc1 (configuration not stated)	-4%	34%[activator]	-0.7%	-6%	3%	-1.0%	-4%	-4.9%	-2%	-2%	2%
(more compounds)
SMILES	15-hLO inh	USP2a inhib	HBB splicing	DNA Pol III inh	HADH2 inhib	BRCT inh red	UbGFP stabilizer	BRCT PPI green	Hsp90 Hop PPI	CRE-bla Fsk	Epigenetic mod
CCCOc1c(OC)cccc1C1CC(=O)Nc2cc3c(cc21)OCO3 (configuration not stated)	-18%	2%	-1.4%	-1%	-20%	0.6%	2%	-3.9%	-16%	?	-2%
CN1CCN(c2cc(-c3ccccc3C(F)(F)F)ncn2)CC1	-15%	-3%	0.3%	1%	-6%	0.9%	9%	-2.0%	1%	0%	-3%[9.22 µM]
CCOc1ccccc1NC(=O)N1CCC(n2nnc3cc(C)ccc32)CC1	-6%	41%[activator]	/	-8%	6%	1.1%	9%	0.6%	1%	2%	0%
CCOC(=O)C1CCCN(C(=O)CN2C(=O)C(CC)Oc3ccc(C)cc32)C1 (configuration not stated)	5%	-9%	-2.1%[57.5 µM]	-6%	9%	0.4%	2%	-1.4%	-4%	12%	9%
Cn1c(=O)[nH]c(=O)c2c1nc(N1CCNCC1)n2Cc1cccc2ccccc12	-16%	25%	/	-6%	-3%	-1.2%	4%	-1.8%	-2%	6%	-5%
CCc1cc2c(=O)c(-c3ccc4c(c3)OCCO4)coc2cc1OC(=O)c1ccco1	-1%	14%	0.1%	-1%	8%	0.5%	-10%	1.7%	-3%	-4%	3%
C=C(C)Cn1c(=O)c2c(nc3n2CCN3c2cccc(Cl)c2C)n(C)c1=O	-7%	6%	2.4%[1.84 µM]	1%	5%	-2.8%	-7%	-2.2%	-8%	?	2%
FC(F)(F)c1cccc(-c2ccc(-c3csnn3)o2)c1	-8%	-7%	-1.9%	-6%	-9%	0.6%	-3%	1.9%	6%	2%	3%
CCCc1[nH]nc2c1C(c1ccc(OC)c(CSC3=NCCS3)c1)C(C#N)=C(N)O2 (configuration not stated)	-29%	51%[activator]	1.3%	4%	-14%	-0.5%	2%	1.5%	-5%	?	-3%
CCOc1ccc(NS(=O)(=O)c2ccc3[nH]c(=O)oc3c2)cc1	3%	/	-0.3%	-2%	10%	0.4%	12%	0.2%	-1%	-8%	/
CC1(C(=O)N(CC(=O)NC2CCCC2)C2CCCC2)CC(=O)N=C2C=CC=CN21 (configuration not stated)	-3%	-2%	/	-5%	32µM*	-1.4%	2%	-1.6%	4%	0%	3%
O=C(C1CCCN(Cc2cccs2)C1)N1CCCCCC1 (configuration not stated)	-4%	-2%	-0.5%	2%	2%	-1.0%	1%	1.5%	-3%	4%	4%

Not all compounds are listed (hit frequency here may not be typical).
